# Bioassay records: PubChem, several laboratories
# Mcl1-Noxa inh – Mcl-1/Noxa interaction inhibition. TR-FRET Mcl-1/Noxa peptide binding, 2 h. Q07820. actives 1.5% (n = 220,000). inhibition, % at 21.7 µM. AID 1022;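 active means compounds that cut the protein-peptide binding signal by more than 50% relative to plate controls in a single-dose test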;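 further: His-tagged Mcl-1 with rhodamine Noxa BH3 peptide and terbium anti-His antibody; 0% = Mcl-1 plus Noxa peptide wells and 100% = peptide-only wells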
# Target sequence (Q07820 whole entry, looked up): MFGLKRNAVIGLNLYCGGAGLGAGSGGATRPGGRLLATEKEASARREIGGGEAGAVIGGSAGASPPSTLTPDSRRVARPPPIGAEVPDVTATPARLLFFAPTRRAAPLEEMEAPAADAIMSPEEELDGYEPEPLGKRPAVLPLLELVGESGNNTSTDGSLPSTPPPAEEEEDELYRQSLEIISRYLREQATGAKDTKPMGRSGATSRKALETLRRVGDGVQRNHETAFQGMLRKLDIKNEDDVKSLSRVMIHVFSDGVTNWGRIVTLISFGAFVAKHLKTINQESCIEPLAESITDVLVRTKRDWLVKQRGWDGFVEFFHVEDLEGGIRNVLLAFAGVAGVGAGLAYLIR
# RGS7-Gao – human RGS7-Galphao interaction regulation; P09471; Multiplexed bead flow cytometry, RGS7-Galphao binding; actives lie on both sides; binding response (% of control), % at 10 µM; actives 0.35% (n = 220,000); AID 1439; in the data active means binding response below about 49% or above about 150%; inconclusive means no clear call, values can overlap the other calls; inactive means in between;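 further: fluorescent Galphao held in activated GDP-AlF4 state binding bead-coupled RGS7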
# ABCB1 block – inhibitors of human ABCB1 transporter, ABCG2 counter-screen; P08183; CCRF-Adr cells, JC-1 efflux, flow cytometry; inhibition, % at 6.6 µM; actives 0.067% (n = 190,000); AID 1326; in the data active means inhibition above about 40%;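 further: 0% = vehicle and 100% = reference inhibitor; higher value means more JC-1 retained so stronger ABCB1 efflux block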
# Pf gamet viab – inhibitors of late stage P. falciparum gametocyte viability; P. falciparum stage V gametocytes, ATP luminescence, 24 h; inhibition, % at 10.9 µM; actives 0.065% (n = 150,000); AID 743093;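 active means inhibition above the mean plus 3 SD of compounds within the control limits, set per campaign, cut at about 38% in these data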;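 further: 0% = DMSO wells and 100% = medium only without gametocytes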
# RGS8-Gao reg – human RGS8-Galphao interaction regulation; response (percent of control binding), % at 10 µM; actives 0.34% (n = 220,000); multiplexed bead flow cytometry, RGS8-Galphao binding; actives lie on both sides; in the data active means response below about 60% or above about 140%; inactive means in between;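 further: Galphao activated as the GDP aluminium fluoride complex binding bead-coupled RGS8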
# ABCG2 inh – inhibitors of human ABCG2 transporter, ABCB1 counter-screen | inhibition, % at 6.6 µM | IgMXP3 cells, JC-1 efflux, flow cytometry | AID 1325 | Q9UNQ0 | actives 0.1% (n = 190,000);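 active means inhibition above 80%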;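 further: 0% = DMSO and 100% = nicardipine control wells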
# Target sequence (Q9UNQ0 whole entry, looked up): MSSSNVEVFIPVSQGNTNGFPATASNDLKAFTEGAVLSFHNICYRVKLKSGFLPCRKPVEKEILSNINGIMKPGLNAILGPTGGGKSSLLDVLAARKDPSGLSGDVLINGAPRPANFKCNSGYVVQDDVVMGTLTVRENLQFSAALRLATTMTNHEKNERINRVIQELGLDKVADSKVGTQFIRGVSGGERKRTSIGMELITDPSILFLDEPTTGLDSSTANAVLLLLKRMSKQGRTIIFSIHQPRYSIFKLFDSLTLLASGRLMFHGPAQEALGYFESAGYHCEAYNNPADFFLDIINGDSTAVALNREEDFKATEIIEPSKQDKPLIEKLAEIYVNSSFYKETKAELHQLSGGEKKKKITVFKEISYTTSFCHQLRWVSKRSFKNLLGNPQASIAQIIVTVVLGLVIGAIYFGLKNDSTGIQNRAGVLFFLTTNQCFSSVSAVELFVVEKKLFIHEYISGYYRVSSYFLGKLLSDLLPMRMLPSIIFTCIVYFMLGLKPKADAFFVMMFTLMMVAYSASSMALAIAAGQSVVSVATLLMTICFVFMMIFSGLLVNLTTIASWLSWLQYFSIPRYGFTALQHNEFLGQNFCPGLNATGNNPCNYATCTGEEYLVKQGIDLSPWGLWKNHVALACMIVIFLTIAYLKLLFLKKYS
#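 test system = two drug-resistant human cell lines, ABCG2 and ABCB1 | amount = 3 million cells/mL final, two lines in 1:1 ratio | reagent = JC-1 transporter substrate | doses = one concentration, 6.6 µM final | incubation = 10 min at 25 °C | signal = flow cytometric JC-1 green MFI at 530 nm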
# Mcl1 Bid PPI – Mcl-1/Bid interaction inhibition. Q07820. TR-FRET Mcl-1/Bid-Dy647 peptide binding, 1536-well. inhibition, % at 21.7 µM. actives 0.97% (n = 220,000);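 active means compounds that cut the binding signal by more than half at the single screening dose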;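 further: His-tagged Mcl-1 with europium anti-His antibody binding Bid BH3 peptide; 0% = Mcl-1 plus peptide wells and 100% = peptide-only wells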
# Avidin bead fluor – compound fluoresces at 488/530 nm on avidin beads | compound fluorescence 488/530 nm, flow cytometry; hits give high values | fluorescence (KMESF) at 10 µM | actives 0.38% (n = 220,000); in the data active means fluorescence above about 47; further: inactives centre near 10
# RGS4-Gao reg – human RGS4-Galphao interaction regulation. P09471. binding response (% of control), % at 10 µM. Multiplexed bead flow cytometry, RGS4-Galphao binding; actives lie on both sides. actives 0.33% (n = 220,000); in the data active means binding response below about 49% or above about 150%; inactive means in between;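 further: fluorescent Galphao activated with aluminum fluoride binding bead-coupled RGS4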
# GSH fluor – GSH bead compound fluorescence profile. GSH beads flow cytometry, compound fluorescence 488/530 nm; hits give high values. fluorescence (KMESF) at 10 µM. actives 0.25% (n = 190,000). AID 1776; in the data active means fluorescence above about 89;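 further: glutathione beads carrying GST-tagged Bcl family fusion proteins plus one bare bead set; values are compound well signal with DMSO vehicle wells as background; inactives centre near 16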
# Mcl-1 Bim block – human Bim-Mcl-1 interaction inhibition; inhibition, % at 10 µM; actives 0.1% (n = 190,000); Q07820; Bead-based flow cytometry, Bim peptide-Mcl-1 binding; in the data active means inhibition above about 40%;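 further: 0% = no compound tracer wells and 100% = peptide blocker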
# An asterisk follows results filed as active; ? = inconclusive; nt = not tested or not shown.
SMILES,Mcl1-Noxa inh,RGS7-Gao,ABCB1 block,Pf gamet viab,RGS8-Gao reg,ABCG2 inh,Mcl1 Bid PPI,Avidin bead fluor,RGS4-Gao reg,GSH fluor,Mcl-1 Bim block
O=C(CSc1nc(-c2ccco2)cc(C(F)(F)F)n1)NCCCn1ccnc1,-12,98,0.1,nt,101,0,-26,5,100,26,-1
Cc1cccc(-n2c(C)cc(C(=O)NC3CCCCC3)c2C)c1,21,101,0.5,16,102,8,-90,19,103,16,-5
O=C1c2ccccc2NC2(CCCC2)N1NS(=O)(=O)c1ccccc1,4,103,0.2,-16,101,0,-4,13,104,14,2
O=C1C=C(c2ccc(Cl)cc2)OC2(CCCC2)O1,-6,111,0.1,nt,107,0,-4,6,108,24,-2
CCOc1ccc(-c2cc(C(=O)O)c3ccccc3n2)c(OCC)c1,25,105,-0.5,-20,105,6,13,7,104,64,-6
CCc1cccc(NC(=S)N(CCOC)C(C)c2ccco2)c1 (centres undefined),18,?,nt,-7,105,nt,-134,nt,103,nt,nt
O=C(O)C(Cc1c[nH]c2ccccc12)NS(=O)(=O)c1cccc2nsnc12 (centres undefined),5,101,0.1,-5,100,-1,-64,5,99,11,-3
O=C(Cn1nc(C(=O)O)c2ccccc2c1=O)c1cc(F)ccc1F,-6,?,nt,8,101,nt,3,8,106,nt,nt
Cc1ccc(SC(C)C(=O)NCCC2=CCCCC2)cc1 (centres undefined),13,98,0.6,-8,101,2,-29,13,101,12,-2
O=C(O)c1ccccc1C(=O)Nc1ccc(Oc2ccccc2)cc1,3,?,nt,7,99,nt,-13,6,99,nt,nt
O=C(COC(=O)c1cc(Cl)cc(Cl)c1)NCCN1C(=O)CSC1=O,-2,101,0.5,nt,101,6,-3,5,106,17,-23
CN(C)C(=O)COC(=O)c1cccc(CN2C(=O)c3ccccc3C2=O)c1,6,96,1.7,22,86,3,10,13,97,11,-1
CCC(C)NC(=O)Cn1c(-c2ccccc2)cc(C(C)=O)c1C (centres undefined),-3,91,0.4,7,97,4,-15,8,95,13,-2
CCc1nc(SCC(=O)Nc2sc(C)c(C)c2C(=O)OC)c2ccccc2n1,1,97,2.6,nt,97,31,-2,18,95,23,-3
O=C(COc1ccccc1[N+](=O)[O-])Nc1ccc(NC(=O)c2cc3ccccc3o2)cc1,-28,100,-0.8,-26,99,-3,41,8,98,10,-1
Cc1ccc(C(=O)CC2C(=O)N(c3ccccc3)C(=S)N2c2ccccc2)cc1 (centres undefined),6,96,4.6,-6,98,3,-3,14,95,14,-8
CCCCOc1ccccc1C1C(C(N)=O)=C(C)Nc2nnnn21 (centres undefined),-2,102,0.1,nt,101,0,-27,27,102,22,0
Cc1cc(C(=O)CSc2nnc(Nc3ccccc3F)s2)c(C)n1CC1CCCO1 (centres undefined),0,99,0.4,nt,103,1,-49,36,100,13,0
O=C(c1cc(C2CC2)on1)N1CCN(C(c2ccccc2)c2ccccc2)CC1,-7,88,1.9,nt,91,11,-2,22,88,13,0
COc1cccc(CNC(=O)CCC2CCCN(c3cc(C)nc(N4CCCC4)n3)C2)c1 (centres undefined),15,91,0.1,3,92,1,-16,3,83,9,-6
O=C(Sc1ccccc1)c1cccc(Cn2cc(C(F)(F)F)ccc2=O)c1,27,?,nt,12,98,nt,-19,3,97,nt,nt
CCCCC(=O)N1CCCC(C)C1 (centres undefined),7,?,nt,nt,107,nt,-9,7,104,nt,nt
CC(C)(C)C(=O)NCCN1C(=O)S/C(=C\c2ccc([N+](=O)[O-])cc2)C1=O,13,92,0.8,-9,105,15,-14,7,100,4,0
COCCCN(C(=O)Nc1cccc(Cl)c1)C(C)c1ccccn1 (centres undefined),10,103,0.6,15,104,2,-8,20,99,17,-3
CCc1ccc(CCC(=O)Nc2nccs2)o1,15,90,0.3,4,95,4,-21,1,93,31,-4

# Pulled by compound from the entries so far:
SMILES,Mcl1-Noxa inh,RGS7-Gao,ABCB1 block,Pf gamet viab,RGS8-Gao reg,ABCG2 inh,Mcl1 Bid PPI,Avidin bead fluor,RGS4-Gao reg,GSH fluor,Mcl-1 Bim block
COc1cccc(CNC(=O)CCC2CCCN(c3cc(C)nc(N4CCCC4)n3)C2)c1 (centres undefined),15,91,0.1,3,92,1,-16,3,83,9,-6
O=C(c1cc(C2CC2)on1)N1CCN(C(c2ccccc2)c2ccccc2)CC1,-7,88,1.9,nt,91,11,-2,22,88,13,0
CCc1ccc(CCC(=O)Nc2nccs2)o1,15,90,0.3,4,95,4,-21,1,93,31,-4

# More results
SMILES,Mcl1-Noxa inh,RGS7-Gao,ABCB1 block,Pf gamet viab,RGS8-Gao reg,ABCG2 inh,Mcl1 Bid PPI,Avidin bead fluor,RGS4-Gao reg,GSH fluor,Mcl-1 Bim block
COc1ccc(NC(=O)c2cccn(CC=C(C)C)c2=O)cc1,-4,105,0.9,11,104,3,-10,21,110,10,-2
COc1ccc(-c2noc(CSc3nnc(-c4ccccc4)n3C)n2)cc1,-5,103,0.5,nt,102,3,5,5,100,71,2
Brc1cc2c(cc1COc1ccc(-c3nn[nH]n3)cc1)OCO2,4,99,0.0,0,100,42,19,35,96,27,-8
O=C(NC(=S)NCc1ccc(F)cc1)c1ccccc1,12,108,1.9,-24,101,11,-18,27,110,23,-10
Cc1ccc(N2C(=O)CC(NNC(=O)Cc3ccc(F)cc3)C2=O)cc1Cl (centres undefined),3,?,nt,14,98,nt,-41,12,97,nt,nt
Cn1cnc2c1c(=O)n(Cc1ccc(F)cc1Cl)c(=O)n2C,-13,99,-2.2,14,101,-1,-2,6,97,35,-4
O=C(COC(=O)CCOc1ccccc1)Nc1ncc(Cl)cc1Cl,30,99,0.3,-6,104,7,2,3,97,25,-2
O=C(OC1CCCCC1)c1ccc(NC(=O)C2CCCCC2)cc1,-3,97,1.5,-25,94,21,-21,7,97,34,-2
COC(=O)c1ccc(C2/C(=C(\O)c3cccc(OC)c3)C(=O)C(=O)N2CCCN2CCOCC2)cc1 (centres undefined),-5,102,-0.1,2,103,0,-93,5,104,10,-5
O=[N+]([O-])c1cc(Cl)c(O)c2ncccc12,70*,?,-1.9,10,95,-3,-33,6,97,8,0
O=C(O)C1CCC(Cn2c(SCc3cc(=O)n4cc(Br)ccc4n3)nc3ccsc3c2=O)CC1 (centres undefined),13,91,0.7,-12,103,4,-20,7,96,8,1
CC1CCCC(C)N1CCNC(=O)Cn1nc(-c2ccccc2)ccc1=O (centres undefined),-13,101,0.3,11,103,2,-35,16,104,6,0
O=C(N/N=C/c1ccc(N2CCCC2)c([N+](=O)[O-])c1)c1cccnc1,0,102,0.5,15,103,13,-44,9,101,10,2
Cc1nnc2n(c1=O)C(CS(=O)(=O)c1ccccc1)CS2 (centres undefined),24,102,0.3,6,97,2,2,9,104,60,-1
O=c1cc(O)c2c(=O)n(-c3ccccc3)c3ccccc3c2o1,-8,100,0.0,-3,98,1,-24,6,103,22,0
COC1(OC)N=C(N)C2(C#N)C(c3ccc(C)cc3)C12C#N (centres undefined),6,100,0.4,nt,101,1,-2,9,99,21,0
O=C(NNC(=O)C12CC3CC(CC(C3)C1)C2)c1cnccn1,-2,90,-0.7,nt,89,-7,-19,6,88,3,-5
COc1ccc(-n2nnnc2SCC(=O)c2cccc(OC)c2)cc1,0,91,0.4,4,99,1,7,6,94,21,-2
CCOC(=O)c1cnc2c(cnn2C)c1NCCCn1ccnc1,4,?,7.7,-60,103,48,-55,7,101,13,0
Cc1c(NC(=O)c2ccc(-c3ccccc3)cc2)cccc1C(=O)O,13,?,nt,0,100,nt,-8,4,101,nt,nt
CCOc1cc(NC(=O)C2CC2)c(OCC)cc1NC(=O)CCn1nnc2ccccc21,14,100,1.2,-6,103,5,-15,2,103,6,-3
Fc1ccc(CN2C3=NCCCN3c3ccccc32)cc1,10,92,0.2,nt,103,2,-2,16,101,17,-2
CCN(CC)C(=O)CSc1ncnc2sc(-c3ccccc3)cc12,-5,98,3.9,-27,99,12,6,20,101,17,-3
Cc1csc2ncnc(N3CCN(C(=S)Nc4ccc(F)cc4F)CC3)c12,11,?,nt,11,100,nt,90*,7,96,nt,nt
O=C(NCCc1csc(-c2cccnc2)n1)c1ccccc1,7,102,0.5,nt,107,3,-1,7,102,27,1
CCCCS(=O)CC(O)COCC (centres undefined),21,108,0.7,nt,103,9,4,19,106,21,-7
Cc1cccc(N2CCN(C(=O)Cc3ccc(-n4c(=O)[nH]c5ccsc5c4=O)cc3)CC2C)c1 (centres undefined),8,98,-0.2,-13,84,2,93*,8,97,4,-6

# By substructure, the compounds so far containing an aryl thioether with sulfur outside any ring
SMILES,Mcl1-Noxa inh,RGS7-Gao,ABCB1 block,Pf gamet viab,RGS8-Gao reg,ABCG2 inh,Mcl1 Bid PPI,Avidin bead fluor,RGS4-Gao reg,GSH fluor,Mcl-1 Bim block
O=C(CSc1nc(-c2ccco2)cc(C(F)(F)F)n1)NCCCn1ccnc1,-12,98,0.1,nt,101,0,-26,5,100,26,-1
Cc1ccc(SC(C)C(=O)NCCC2=CCCCC2)cc1 (centres undefined),13,98,0.6,-8,101,2,-29,13,101,12,-2
CCc1nc(SCC(=O)Nc2sc(C)c(C)c2C(=O)OC)c2ccccc2n1,1,97,2.6,nt,97,31,-2,18,95,23,-3
Cc1cc(C(=O)CSc2nnc(Nc3ccccc3F)s2)c(C)n1CC1CCCO1 (centres undefined),0,99,0.4,nt,103,1,-49,36,100,13,0
COc1ccc(-c2noc(CSc3nnc(-c4ccccc4)n3C)n2)cc1,-5,103,0.5,nt,102,3,5,5,100,71,2
O=C(O)C1CCC(Cn2c(SCc3cc(=O)n4cc(Br)ccc4n3)nc3ccsc3c2=O)CC1 (centres undefined),13,91,0.7,-12,103,4,-20,7,96,8,1
COc1ccc(-n2nnnc2SCC(=O)c2cccc(OC)c2)cc1,0,91,0.4,4,99,1,7,6,94,21,-2
CCN(CC)C(=O)CSc1ncnc2sc(-c3ccccc3)cc12,-5,98,3.9,-27,99,12,6,20,101,17,-3
